High-throughput results from PubChem BioAssay.
ERAP1 inh = blocks human ERAP1 aminopeptidase activity; recombinant ERAP1, Leu-AMC fluorescence, 60 min; inhibition, % at 10.7 µM; AID 652197; Q9NZ08; 340,000 compounds, 0.15% hits;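 active = mean replicate inhibition of at least 30%, or all replicates individually reaching that 30% level; inactive = mean below 30% and not every replicate reaching it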;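 also: 0% = neutral control wells and 100% = L-leucinethiol positive control wells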
Target sequence (Q9NZ08 whole entry, looked up): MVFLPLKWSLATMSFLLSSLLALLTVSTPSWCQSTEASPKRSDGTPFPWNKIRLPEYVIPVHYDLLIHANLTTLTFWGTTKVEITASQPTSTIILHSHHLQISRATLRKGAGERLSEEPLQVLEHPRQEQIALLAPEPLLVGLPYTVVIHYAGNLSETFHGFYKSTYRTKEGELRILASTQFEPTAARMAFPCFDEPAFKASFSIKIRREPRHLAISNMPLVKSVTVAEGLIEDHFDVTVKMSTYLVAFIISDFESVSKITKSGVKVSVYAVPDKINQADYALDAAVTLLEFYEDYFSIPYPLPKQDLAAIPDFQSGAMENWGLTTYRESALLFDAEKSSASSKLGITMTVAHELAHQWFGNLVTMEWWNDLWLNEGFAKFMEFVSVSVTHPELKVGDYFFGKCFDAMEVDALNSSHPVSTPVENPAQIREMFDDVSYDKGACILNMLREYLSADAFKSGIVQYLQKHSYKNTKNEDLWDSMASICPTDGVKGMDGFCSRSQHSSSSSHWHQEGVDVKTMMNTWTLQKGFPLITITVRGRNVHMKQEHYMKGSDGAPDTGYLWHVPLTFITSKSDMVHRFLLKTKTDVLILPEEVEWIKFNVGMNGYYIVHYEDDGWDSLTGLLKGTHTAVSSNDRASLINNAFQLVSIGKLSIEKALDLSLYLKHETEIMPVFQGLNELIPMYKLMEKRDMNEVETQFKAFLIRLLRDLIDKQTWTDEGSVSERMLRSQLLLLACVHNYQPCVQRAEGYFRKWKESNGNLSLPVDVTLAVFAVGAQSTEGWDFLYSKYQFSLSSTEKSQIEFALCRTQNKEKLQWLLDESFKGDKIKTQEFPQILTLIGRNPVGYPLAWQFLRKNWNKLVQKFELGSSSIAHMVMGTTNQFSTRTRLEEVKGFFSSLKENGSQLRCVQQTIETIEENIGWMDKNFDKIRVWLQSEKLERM
PglD DTNB = blocks C. jejuni PglD acetyltransferase activity; purified PglD enzyme, DTNB colorimetric CoA detection; inhibition, % at 12.5 µM; 360,000 compounds, 0.098% hits; AID 602405; in the data active = inhibition above about 16%, passing the limit was not always enough; also: strong numbers were not always called active
EWS-Fli block = inhibitors of EWS/Fli oncoprotein transcriptional activity; AID 651661; inhibition, % at 12.6 µM; A673 NR0B1-luciferase reporter, viability-normalised; 350,000 compounds, 0.67% hits;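 active = mean inhibition of at least 50% after viability correction, with every replicate also passing that limit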;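 also: firefly luciferase signal divided by Alamar Blue viability fluorescence both relative to DMSO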
PAX8 inh HTS = PAX8 transcriptional activity inhibition; RMG-I TPO-luciferase reporter, SteadyGlo, 24 h; inhibition, % at 12.6 µM; 360,000 compounds, 1.2% hits; AID 652154;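 active = mean replicate inhibition at least 60% with every replicate also reaching 60%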;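 also: luciferase light reporting Pax8 driven TPO promoter activity; plate controls were median of neutral control wells for no effect and mitoxantrone controls for full effect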
FN deposit inh = fibronectin deposition inhibition. AH1F fibroblasts, Alexa488-fibronectin deposition fluorescence, overnight. inhibition, % at 12.6 µM. 350,000 compounds, 0.086% hits. AID 743247;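 active = mean inhibition across replicates of 30% or more, regardless of how many single replicates reach that level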;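 also: positive control wells lacked labelled fibronectin entirely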
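Schedule: 1 h cell adhesion before compound, then overnight fibronectin incubation; test system: AH1F fibroblast monolayer depositing Alexa488-labelled fibronectin into matrix; quantity: 10000 AH1F cells per well; probe or stimulus: fluorescent fibronectin at 24 nM final; signal: fluorescence, ex 485 nm, em 525 nm; evaluation: percent inhibition as loss of matrix-bound fibronectin fluorescence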
PGC1a acetyl inh = PGC1a acetylation modulation, inhibitor mode; U2OS PGC1a acetylation, AlphaScreen anti-acetyl-lysine; with virally co-expressed GCN5 acetyltransferase; inhibition, % at 15.6 µM; 350,000 compounds, 0.17% hits;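 active = every replicate shows inhibition of at least 40%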;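 also: 0% = neutral control wells and 100% = positive control wells; some results beyond the cut were filed as inactive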
S100A4 inh HTS = inhibitors of human S100A4 binding to myosin IIA peptide; P26447; S100A4/TAMRA-MyoIIA peptide fluorescence polarization; inhibition, % at 10.7 µM; 360,000 compounds, 0.14% hits;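 active = mean inhibition of at least 70% across replicates, with every replicate also reaching that level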
Target sequence (P26447 whole entry, looked up): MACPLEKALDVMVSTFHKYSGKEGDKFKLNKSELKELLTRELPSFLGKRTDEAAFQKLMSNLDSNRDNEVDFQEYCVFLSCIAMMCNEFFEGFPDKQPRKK
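Material: S100A4 monomer protein / Buffer or medium: 50 mM HEPES pH 7.2, 10 mM CaCl2, 100 mM KCl / Times: 5 min incubation before reading / Benchmarks: neutral control DMSO, positive control TFP / Reagent: labelled myosin peptide probe, 5 nM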
LGR2 inh = Drosophila LGR2 receptor signaling inhibition | HEK293 LGR2, CRE-luciferase, bursicon-stimulated, 4 h | inhibition, % at 9.99 µM | 380,000 compounds, 0.35% hits;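 active = drop in luminescence signal, shown as inhibition above about 50% in the replicate tests, limit read from the data, passing the limit was not always enough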;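 also: agonist challenge used bursicon conditioned medium at about half maximal strength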
An asterisk follows results filed as active; / = not tested or not shown; & = joins results of further samples.

Order of values – S100A4 inh HTS	PglD DTNB	PAX8 inh HTS	ERAP1 inh	FN deposit inh	PGC1a acetyl inh	EWS-Fli block	LGR2 inh
OC[C@@H]1[C@@H](c2ccc(/C=C/c3ccccc3)cc2)[C@@H]2CN(Cc3cncnc3)CCCCN12
  -1	0	-28	-1	/	0	-18	10
Cc1noc(C)c1NC(=O)N(C)C[C@H]1Oc2ccc(NC(=O)CCN3CCOCC3)cc2CC(=O)N([C@H](C)CO)C[C@H]1C
  2	0	/	-2	4	2	4	-9
C[C@@H]1CN([C@H](C)CO)C(=O)c2cccc(NC(=O)CCCCCC(=O)Nc3ccccc3N)c2O[C@@H]1CN(C)S(=O)(=O)c1cccs1
  21	/	11	1	2	7	0	26
C[C@@H]1CN([C@@H](C)CO)C(=O)c2cccc(N(C)C)c2O[C@@H]1CN(C)S(C)(=O)=O
  -24	1	-3	2	0	-21	-1	-5
O=C(C[C@@H]1CC[C@H]2[C@@H](COC[C@@H](O)CN2Cc2ccc(Cl)cc2)O1)NCc1cccc(F)c1
  5	2	/	2	-1	-6	/	30
CC(C)NC(=O)Nc1ccc2c(c1)CC(=O)N([C@H](C)CO)C[C@H](C)[C@@H](CN(C)Cc1ccc(C(=O)Nc3ccccc3N)cc1)O2
  5	/	/	1	/	1	29	9
COc1ccc(-c2[nH]ncc2CN2CCC(O)(c3ccc(Cl)cc3)CC2)cc1
  -15	0	3	3	1	-8	9	3
O=C(CCC(=O)c1ccc(Cl)s1)Nc1ncccc1O
  2	4	-15	-3	3	/	4	15
CSc1nc2ccc(NC(=O)c3cc4ccccc4o3)cc2s1
  1	/	-118	12	3	/	-34	-45
Cc1ccc(CN2CC(C(=O)NNC(=O)c3ccc(F)cc3)CC2=O)cc1 (stereo unspecified)
  -5	/	6	0	/	1	-9	-5
CO[C@@H]1CN(C)C(=O)c2ccc(NS(=O)(=O)CC(F)(F)F)cc2OC[C@@H](C)N(CCC(F)(F)F)C[C@H]1C
  24	-1	/	3	-6	11	3	-6
CC(C)NC(=O)N(C)C[C@@H]1Oc2cc(-c3cncnc3)ccc2S(=O)(=O)N([C@@H](C)CO)C[C@@H]1C
  21	-1	/	1	-7	-23	-9	-23
Nc1cc(=O)[nH]c2ncnn12
  -3	/	-4	2	12	/	0	17
Cc1cc(SCc2ccccc2C)nc(=O)[nH]1
  -4	-2	-6	-2	5	4	-2	-12
NNC(=O)c1ccc(COc2ccc3ccccc3c2)cc1
  0	/	-66	/	0	/	-42	-72
O=C(NCCCSc1ccccc1)c1cc(Cl)ccc1O
  5	0	23	-2	7	-5	/	3
CCCNC(=O)C[C@@H]1CC[C@@H]2[C@H](COC[C@H](O)CN2C(=O)Nc2ccc3c(c2)OCO3)O1
  15	1	-76	-1	-5	-7	-71	-20
Cc1onc(-c2ccccc2)c1C(=O)NC1CC1
  -1	0	0	-6	-6	/	-2	-11
CC(C)(C)C(=O)NCCc1nc2ccccc2n1CC(=O)c1ccccc1
  5	-1	0	18	/	/	8	5
CCn1cc([N+](=O)[O-])c(C(=O)Nc2c(C)nn(Cc3c(F)c(F)c(F)c(F)c3F)c2C)n1
  0	/	/	4	/	/	0	-3
Cc1ccc(-c2cnc3c(c2)C(=O)N([C@@H](C)CO)C[C@H](C)[C@@H](CN(C)Cc2ccccc2F)O3)cc1
  0	3	/	-1	-2	7	-13	11
CNc1ccccc1C(C)(C)c1cc(-c2ccco2)n[nH]1
  -14	8	/	1	/	12	-2	-9
C=CCNC(=S)NNC(=O)C(CC(C)C)CC(C)O (stereo unspecified)
  0	-3	-2	4	2	9	15	-5
Cc1ccc(CCNC(=O)CNS(=O)(=O)c2ccc3nc(C)sc3c2)cc1
  -1	0	12	1	5	3	/	-19
CCN1CCN(C(=O)CSc2nc3c(c(=O)n(C)c(=O)n3C)n2C)CC1
  3	-1	-6	1	-4	/	5	15
CC(C)NC(=O)NCC[C@H]1CC[C@@H](NS(=O)(=O)c2ccc(-c3ccccc3)cc2)[C@H](CO)O1
  17	2	-6	-1	/	-8	-1	-16
O=C(/C(=N/N=C/c1ccc(O)c(O)c1O)c1ccccc1)c1ccccc1
  -15	-4	5	0	-5	2	0	15
CCCC#Cc1ccc2c(c1)O[C@H](CN(C)C(=O)NC(C)C)[C@H](C)CN([C@H](C)CO)S2(=O)=O
  0	1	/	1	1	-4	-2	6
O=C(CSc1nnc(COc2ccc(Cl)cc2)o1)NC1CCCCC1
  -2	-1	-10	-3	2	/	0	4
C[C@@H]1CN([C@@H](C)CO)C(=O)c2cc(C3=CCCC3)cnc2O[C@H]1CN(C)Cc1ccc(F)cc1
  -42	0	/	-3	-13	1	11	4
CCCNC(=O)C[C@@H]1C[C@H]2c3cc(NC(=O)c4ccc5c(c4)OCO5)ccc3O[C@H]2[C@@H](CO)O1
  0&0	5	-8	-1&-1	2&-12	-3&4	-14&-9	14&17
COc1ccc(S(=O)(=O)Nc2nnc(C(C)C)s2)cc1
  /	2	-1	/	5	1	/	/
CCCC(=O)Nc1ccc2c(c1)OC[C@H](C)N(CCC)C[C@@H](C)[C@@H](OC)CN(C)C2=O
  -7	0	3	-2	1	2	-4	-1
CCCOC(=O)/C(=C\C=C\c1ccccc1)NC(=O)c1ccccc1
  2	/	-6	1	-8	-8	-21	-21
CN(C)C(=O)c1cccc(-c2ccc([C@@H]3[C@@H](CO)N4C(=O)CN(C(=O)CC5CC5)C[C@@H]34)cc2)c1
  -4	/	/	0	/	4	/	8
CCC(=O)N1[C@@H](CO)[C@@H](c2ccc(-c3ccccc3)cc2)[C@@H]1CN(CC)C(C)=O
  11	-1	-4	-2	/	8	2	4
O=C1CCCc2ccccc2N1Cc1ccccc1
  -2	/	3	-2	7	/	2	13
Cc1ccc(S(=O)(=O)Nc2ccc3c(c2)C(=O)c2ccccc2-3)cc1
  -1	0	15	2	2	-8	7	-1
COc1ccc(OC2(C)CCN(Cc3ccc(-c4ccccc4)o3)C2)cc1 (stereo unspecified)
  -10	-7	15	0	1	5	-3	6
Cc1ccc(S(=O)(=O)N(C)C[C@@H]2OCCCC[C@H](C)Oc3ccc(NS(C)(=O)=O)cc3C(=O)N([C@H](C)CO)C[C@@H]2C)cc1
  41	3	8	4	-7	-8	3	3
O=C(NC1CCCc2ccccc21)C1CCN(S(=O)(=O)c2ccccc2F)CC1 (stereo unspecified)
  -2	0	21	0	1	0	22	14
COc1ccc(NC(=O)CCc2ccccc2)cc1S(=O)(=O)N1CCOCC1
  -7	-2	-5	-1	7	-2	0	-15
Cc1ccc(S(=O)(=O)Nc2ccc3c(c2)C(=O)N([C@H](C)CO)C[C@@H](C)[C@H](CN(C)Cc2ccc(C(=O)O)cc2)O3)cc1
  2	-4	-23	0	/	8	-1	4
O=C(C[C@H]1CC[C@H]2[C@@H](COC[C@@H](O)CN2S(=O)(=O)c2ccccc2)O1)N[C@@H]1CCN(Cc2ccccc2)C1
  -1	/	2	0	0	/	-3	-5
O=C1c2ccccc2S(=O)(=O)c2cc(-c3nn[nH]n3)ccc21
  2	-2	5	2	-5	8	-2	-14
Cc1ccc2c(c1)N(CC(=O)NCCCN1CCCCC1C)C(=O)c1cccnc1O2 (stereo unspecified)
  -14	-1	3	-2	2	-20	17	-2
O=C(COC(=O)c1ccccc1)Nc1ncc([N+](=O)[O-])s1
  -6	-8	3	2	-5	2	-22	-28
CCN(CC)S(=O)(=O)c1cccc(-c2n[nH]c(=S)n2Cc2ccccc2)c1
  2	/	-14	1	-2	/	7	3
S=C(NCCc1ccccc1)NCC1CCCO1 (stereo unspecified)
  -2	/	-31	-3	4	/	-4	-1
Cn1cccc1C(=O)OCC(=O)NCCCc1ccccc1
  3	0	-11	-2	-4	3	-2	2
CCCn1nc(C(=O)NNC(=O)c2cccc(S(=O)(=O)NC(C)C)c2)c2ccccc2c1=O
  -7	2	-7	0	-14	/	2	-5
COc1c(C)cc(Br)cc1C(=O)Nc1ccc(C)cc1[N+](=O)[O-]
  /	-1	9	/	-6	-23	/	0
N#Cc1ccsc1NC(=O)CSc1ncn[nH]1
  /	0	/	/	-5	9	/	-1
CC(C)NC(=O)N1CC(=O)N2[C@H](C1)[C@H](c1ccc(C#CCN(C)C)cc1)[C@@H]2CO
  4	/	6	-1	/	21	1	-2
COc1ccc(N(Cc2cc3cccc(C)c3[nH]c2=O)S(=O)(=O)c2ccc(Cl)cc2)cc1
  1	-5	8	2	11	0	0	4
CCc1ccc(CNC(=O)c2ccc(OC3CCN(C(C)=O)CC3)c(OC)c2)nc1
  -7	-4	9	0	/	1	2	1
COc1cccc(-c2ccc3n(c2=O)C[C@@H]2[C@@H](CO)[C@H](C(=O)NCCN4CCCCC4)N(C)[C@H]32)c1
  -2	2	1	0	/	/	-11	-6
C[C@@H]1C=C(C(=O)NC2CC2)O[C@H](OCc2ccc(CO)cc2)C1
  -24	4	-38	2	-4	3	-14	-18
O=C(Nc1ccccc1N1CCOCC1)C1=NN(c2ccccc2)C(=O)CC1
  -3	-5	13	3	/	/	6	5
O=C(O)/C=C/C(=O)Nc1ccc(OC(F)(F)F)cc1Br
  -4	1	6	-1	-5	1	7	1

In another format: entries from further up.
Structure	S100A4 inh HTS	PglD DTNB	PAX8 inh HTS	ERAP1 inh	FN deposit inh	PGC1a acetyl inh	EWS-Fli block	LGR2 inh
CCCNC(=O)C[C@@H]1C[C@H]2c3cc(NC(=O)c4ccc5c(c4)OCO5)ccc3O[C@H]2[C@@H](CO)O1	0&0	5	-8	-1&-1	2&-12	-3&4	-14&-9	14&17
CC(C)NC(=O)Nc1ccc2c(c1)CC(=O)N([C@H](C)CO)C[C@H](C)[C@@H](CN(C)Cc1ccc(C(=O)Nc3ccccc3N)cc1)O2	5	/	/	1	/	1	29	9

(list continues)
Order of values – S100A4 inh HTS	PglD DTNB	PAX8 inh HTS	ERAP1 inh	FN deposit inh	PGC1a acetyl inh	EWS-Fli block	LGR2 inh
CC(C)Oc1ccccc1/C=N/NC(=O)C1CCCC1
  -24	0	0	-3	/	/	/	13
COc1ccc(NC(=O)CSc2nc3ccsc3c(=O)n2CCCCCC(=O)O)cc1
  4	/	20	-4	0	5	-14	7
C[C@H]1CCCCO[C@@H](CN(C)Cc2ccccc2)[C@@H](C)CN([C@@H](C)CO)C(=O)c2cc(NS(=O)(=O)c3cccs3)ccc2O1
  18	10	7	3	-2	2	-1	-3
COc1cccc(CN2C(=O)CCC2(C)C(=O)NC2CCCCC2)c1 (stereo unspecified)
  1	4	11	-2	6	-11	1	1
O=C(C[C@H]1C=C[C@H](NC(=O)C2CC2)[C@H](CO)O1)NCc1ccccc1Cl
  -10	-3	-3	-1	1	-3	-3	-5
O=C(c1ccccc1F)N1CC(=O)N2[C@@H](CO)[C@H](c3ccc(-c4ccc(F)cc4)cc3)[C@@H]2C1
  -1	/	-21	3	/	-9	-5	11
CC[C@]12c3[nH]c4ccc(Cl)cc4c3CCN1C(=O)[C@@H](CC(=O)NCCCOC)C[C@@H]2C(=O)N1CCN(C(=O)c2ccco2)CC1
  5	-3	9	-4	7	2	0	-2
CS(=O)(=O)Nc1ccc(Br)cc1
  -26	/	4	1	-9	/	-3	7
COc1ccc(NC(=O)N[C@H]2CC[C@@H](CCNC(=O)Cc3ccncc3)O[C@@H]2CO)cc1
  -15	0	-4	1	7	-6	8	-5
